From PubChem BioAssay
PGE2 EP2 inh: EP2 receptor (human) inhibition; P43116; C6 glioma cells expressing human EP2, cAMP TR-FRET; cells stimulated with saturating PGE2; inhibition, % at 25 µM; 260,000 tested, 0.52% active; AID 1422;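 active means percent inhibition above 40 after rounding to a whole number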;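 further: rat C6 glioma host cells with rolipram phosphodiesterase inhibitor present; the protocol text gives 20 µM as final concentration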
Target sequence (P43116 whole entry, looked up): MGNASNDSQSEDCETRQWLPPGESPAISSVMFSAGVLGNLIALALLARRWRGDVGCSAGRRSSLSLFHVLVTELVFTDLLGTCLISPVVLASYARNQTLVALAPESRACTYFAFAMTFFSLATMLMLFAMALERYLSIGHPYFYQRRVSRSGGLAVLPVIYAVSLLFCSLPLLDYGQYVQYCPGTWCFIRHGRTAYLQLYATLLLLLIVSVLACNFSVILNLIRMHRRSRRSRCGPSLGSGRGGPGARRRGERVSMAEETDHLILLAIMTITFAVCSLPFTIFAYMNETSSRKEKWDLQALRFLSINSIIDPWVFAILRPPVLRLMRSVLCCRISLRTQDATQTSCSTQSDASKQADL
* hit, by the source's call.

SMILES	PGE2 EP2 inh
CC(C)[C@H](N)C(=O)N[C@@H](Cc1c[nH]c2ccccc12)C(=O)O	8
Cc1ccc(C)c(NC(=O)c2oc3ccccc3c2C)c1	15
Cc1ccc(S(=O)(=O)N(C)CC(=O)Nc2ccc3c(c2)OCO3)cc1	8
C#C[C@]1(O)CCC2C3CCc4cc(O)ccc4C3CC[C@@]21C (some centres not stated)	9
Cc1cccc(-n2c(-c3ccco3)nn(CC(=O)N3CCc4ccccc43)c2=O)n1	7
CC(=O)Nc1ccc(S(=O)(=O)N2CCN(C3Cc4ccccc4C3)CC2)cc1	10
CCOC(=O)C1=C(C)OC(N)=C(C#N)C1c1ccc(-c2ccc(Cl)c(Cl)c2)o1 (configuration not stated)	9
O=C(CSc1ncc(-c2ccc(F)cc2)[nH]1)Nc1ccc2c(c1)OCO2	11
C#CCOc1ccc(-c2nc3cnccn3c2NCc2ccc3c(c2)OCO3)cc1OC	8
S=c1nn[nH]n1-c1ccc2ccccc2c1	20
CSc1ccc2c(c1)N(CCCN(C)C)c1ccccc1S2	11
COC(=O)CCC(=O)OC1(C)C(=O)C2=CN(Cc3ccco3)C(c3ccc(OC)cc3)=CC2=C(Br)C1=O (configuration not stated)	18
O=C(NC1CCCCC1)C(c1ccccn1)N(C(=O)Cc1cccs1)c1cccc2ccccc12 (configuration not stated)	9
CC(=O)N1CCN(c2ccc(NC(=O)COc3cccc4ccccc34)cc2)CC1	9
NC(=O)CN1CCNCC1	25
COc1ccccc1C1(NCc2c(C)nc3cc(C)ccn23)CCCC1	6
C=CCn1c(O)c(C(c2ccccn2)c2c(O)n(CC=C)c(=S)[nH]c2=O)c(=O)[nH]c1=S	5
O=C(CN1CCCC1)Nc1ccc2ccccc2c1	5
Cc1ccc(NC(=O)CSc2nnc3c(n2)[nH]c2c(C)cc(C)cc23)cc1	14
O=C(Cn1nc(C(F)(F)F)c2c1CCCC2)NCc1ccccc1	8
Cc1cc(C)c2nc(NCCNC(=O)NCc3ccccc3)c(C#N)cc2c1	9
COc1ccccc1C1(O)CCN(Cc2ccc(-n3ccnc3C)cc2)CC1	10
Cc1ccc2cc(C(c3nnnn3Cc3ccccc3)N3CCCC3)c(=O)[nH]c2c1 (configuration not stated)	10
O=C(Nc1ccc(F)c(Cl)c1)C1CCN(c2cnccn2)CC1	21
Cc1ccc(N(CC(=O)NCc2ccco2)C(=O)CCC(=O)Nc2ccccn2)cc1	13
CCC(=O)c1cn(CC(=O)NC2CCCC2)c2ccccc12	13
CCn1c(SCC(=O)Nc2ccc3c(c2)OCCO3)nnc1-c1ccoc1C	7
O=C(Nc1cccc(Cl)c1N1CCOCC1)c1ccco1	4
CC(=O)c1ccc(NC(=O)C(C)Sc2nc(N)cc(N)n2)cc1 (configuration not stated)	3
COc1ccc(OC)c(S(=O)(=O)N2CCC(C(=O)NC(C)C)CC2)c1	8

Part of the list above in order of molar mass, ascending.
SMILES	PGE2 EP2 inh
O=C(CN1CCCC1)Nc1ccc2ccccc2c1	5
CCC(=O)c1cn(CC(=O)NC2CCCC2)c2ccccc12	13
CC(C)[C@H](N)C(=O)N[C@@H](Cc1c[nH]c2ccccc12)C(=O)O	8
COc1ccccc1C1(NCc2c(C)nc3cc(C)ccn23)CCCC1	6
CCn1c(SCC(=O)Nc2ccc3c(c2)OCCO3)nnc1-c1ccoc1C	7
CCOC(=O)C1=C(C)OC(N)=C(C#N)C1c1ccc(-c2ccc(Cl)c(Cl)c2)o1 (configuration not stated)	9

Next part
SMILES	PGE2 EP2 inh
CCCCc1nc(Cl)c(CN2CCc3c(nc(C)[nH]c3=O)C2)[nH]1	9
Cc1ccc2[nH]c(=O)c(CN(Cc3ccco3)C(c3nnnn3CC3CCCO3)C(C)C)cc2c1 (configuration not stated)	16
CCCn1c(SCC(=O)N2CCc3ccccc32)nnc1-c1cccnc1	12
CCN(CC)C(=O)CSc1nnc(-c2ccccc2)n1CC1CCCO1 (configuration not stated)	10
Cc1nc2c(c(=O)[nH]1)CCN(Cc1cccn1Cc1ccccc1F)C2	8
NC1=NC(=O)C(CC(=O)Nc2c(F)c(F)cc(F)c2F)S1 (configuration not stated)	7
C1CCC(N2CCN(C3CCCC3)CC2)C1	12
COc1ccccc1OC(=O)c1cc(S(=O)(=O)N2CCOCC2)ccc1Cl	10
O=C(Nc1cccc(Cl)c1Cl)C1CCCO1 (configuration not stated)	6
Cc1ccc(C)c2[nH]c(=O)c(CN(C(=S)Nc3ccc(F)cc3)C3CCCC3)cc12	9
O=C(Nc1ccc2c(c1)OCO2)C1CC(c2ccc(Cl)c(Cl)c2)=NO1 (configuration not stated)	8
Cc1nc2c(c(=O)[nH]1)CCN(Cc1ccc(N3CCCC3)c(F)c1)C2	10
Cc1ccc2cc(CN(Cc3cccs3)C(=O)Nc3ccc(F)cc3)c(=O)[nH]c2c1	14
CCn1c(SCC(=O)Nc2cc(OC)ccc2OC)nnc1-c1ccccc1	17
Cc1cc(C(F)F)n2nc(C(=O)Nc3cccc(Cl)c3Cl)nc2n1	5
O=C(NC1CCCCC1)N(CCc1nc2ccccc2[nH]1)Cc1ccc(F)cc1	12
N=c1nc(N)nc(N)n1-c1ccc(S(N)(=O)=O)cc1	12
Cc1ccc2[nH]c(=O)c(C(c3nnnn3C3CCCC3)N3CCOCC3)cc2c1 (configuration not stated)	13
O=c1c(C=NCCCN2CCOCC2)c(-c2ccccc2)[nH]n1-c1nc2ccccc2s1	15
CC(=O)C[C@H]1c2cc(C(F)(F)F)ccc2S(=O)(=O)N1c1ccc(N(C)C)cc1	21
COc1cccc(C(=O)CSc2nc3cc(C)cc(C)c3cc2C#N)c1	23
Cc1nc2ccccc2n1CC(N)=O	6
COc1c(C)cccc1C(=O)Nc1ccc(N2CCN(C(=O)C(C)C)CC2)cc1	9
CCOc1ccccc1C(C(=O)NC1CCCCC1)N(C(=O)c1csnn1)C1CC1 (configuration not stated)	7
O=C(CN1CCC(NC(=O)C2CCCCC2)CC1)Nc1ccc(F)cc1	5
Cc1cc(-c2cc(N)c(=O)n(CC(=O)NCCc3c[nH]c4ccccc34)n2)c(C)o1	7
NNC(=O)c1ccc(S(=O)(=O)N2CCOCC2)cc1	11
COc1ccc(-c2c(-c3ccsc3)oc3ccc(N4CCOCC4)cc23)cn1	12
CCCc1nc2cc(NC(=O)c3cc(-c4ccccn4)n[nH]3)ccc2n1C	2
CCOC(=O)C1=C(C)N(CCCC(=O)O)C(=O)NC1c1ccc(C(F)(F)F)cc1 (configuration not stated)	6
CCOC(=O)Cn1nnnc1CN(CCCO)Cc1cc2ccc(C)c(C)c2[nH]c1=O	11
CCCc1nc2cc(NC(=O)c3cnc(SC)nc3)ccc2n1C	0
O=C(NCCN1CCc2ccccc21)c1cc(-c2ccccn2)n[nH]1	12
COCCNC(=O)c1cc2c(=O)n3ccccc3nc2n(Cc2ccc(C)cc2)c1=N	27
COC(=O)c1cc(-c2ccccc2)sc1NC(=O)C1CCCO1 (configuration not stated)	4
O=C1CCc2cc(S(=O)(=O)NCC(c3ccccc3)N3CCOCC3)ccc2N1 (configuration not stated)	9
Cc1cccc2cc(C(c3nnnn3C3CCCC3)N(Cc3ccco3)CC3CCCO3)c(=O)[nH]c12 (configuration not stated)	11
O=C1OCCN(Cc2ccccc2)C1=O	8
O=C(CN1CCC(c2ccc3c(c2)OCO3)CC1)N1CCCc2ccccc21	1
COc1cccc(OC)c1C(=O)Nc1ccc(N2CCN(C(=O)C(C)C)CC2)c(Cl)c1	9
CC(CO)(CO)N=Cc1c(O)[nH]c(=O)[nH]c1=O	13
CC1(C)Cc2nc3sc4c(N5CCOCC5)ncnc4c3cc2CO1	11
CCCNC(=O)c1ccccc1NS(=O)(=O)c1cccs1	11
O=S(=O)(Nc1c(F)cccc1F)c1ccc2c(c1)OCCO2	18
COc1ccc(/C=C(\NC(=O)c2ccco2)C(=O)NCC(=O)O)cc1	7

Two entries from above, reformatted.
> O=S(=O)(Nc1c(F)cccc1F)c1ccc2c(c1)OCCO2
  PGE2 EP2 inh = 18
> S=c1nn[nH]n1-c1ccc2ccccc2c1
  PGE2 EP2 inh = 20

Next structures
SMILES	PGE2 EP2 inh
N=C1C(c2nc3ccccc3s2)=C(O)CN1c1cccc(Cl)c1Cl	17
COCc1ccc(OC)c(CN2CCc3onc(-c4ccc(F)c(F)c4)c3C2)c1	3
COc1cccc(C2(NC(=O)c3cc(CN4CCOCC4)c(C)o3)CCCC2)c1	5
NC(=O)c1nsc(C(=O)N(CC(=O)NCc2ccc(F)cc2)c2ccc3c(c2)OCO3)c1N	11
Cc1ccc2cc(CN(Cc3ccccc3Cl)C(=O)c3cnccn3)c(=O)[nH]c2c1	7
CCN(CC)S(=O)(=O)c1ccc(-c2nnc(SCC(=O)N3CCCC3)o2)cc1	13
CCCCC1=CC2=CC(=O)C(C)(OC(=O)CCC(=O)OC)C(=O)C2=CO1 (configuration not stated)	14
O=C(NC1CCN(C(=O)Nc2ccccc2C(F)(F)F)CC1)c1ccco1	9
COc1ccc2c(c1)NC1(CCN(C(=O)c3cccc(-n4cnnn4)c3)CC1)c1cccn1-2	7
O=C(O)CCSCc1ccc(I)cc1	11
Cc1ccc(S(=O)(=O)N=Nc2c(O)[nH]c3cc(O)c(C(=O)O)cc23)cc1	41*
COC(=O)c1c(NC(=O)c2cccc(F)c2)sc(C(=O)N2CCOCC2)c1C	6
COc1cc(Cl)c(C2C(C#N)=C(N)OC3=C2C(=O)CC(C)(C)C3)cc1OC (configuration not stated)	7
CCc1ccc(-n2c(SCC(=O)NC3CCCC3)nnc2-c2ccccn2)cc1	16
CCC(=O)N(Cc1cc2cccc(C)c2n2nnnc12)C1CCCCC1	6

As entered above.
Result of O=C(CN1CCC(c2ccc3c(c2)OCO3)CC1)N1CCCc2ccccc21 under PGE2 EP2 inh: 1
Result of O=C(O)CCSCc1ccc(I)cc1 under PGE2 EP2 inh: 11

Pulled one by one from the list above (four):
SMILES	PGE2 EP2 inh
CCc1ccc(-n2c(SCC(=O)NC3CCCC3)nnc2-c2ccccn2)cc1	16
COc1ccc2c(c1)NC1(CCN(C(=O)c3cccc(-n4cnnn4)c3)CC1)c1cccn1-2	7
NC(=O)c1nsc(C(=O)N(CC(=O)NCc2ccc(F)cc2)c2ccc3c(c2)OCO3)c1N	11
O=C(NC1CCN(C(=O)Nc2ccccc2C(F)(F)F)CC1)c1ccco1	9

More compounds follow:
SMILES	PGE2 EP2 inh
Cc1ccc2cc(CN(Cc3nnnn3C3CCCC3)C3CCCCC3)c(=O)[nH]c2c1	9
COCCNc1nnc(-c2ccccn2)s1	6
C=C1CC2C(=O)N(Cc3cc(OC)ccc3OC)C(C(=O)OCC)(C(=O)OCC)C1N2C(=O)OC(C)(C)C (configuration not stated)	14
O=C(O)CCSc1nnc(COc2cccc3ccccc23)n1-c1ccccc1	5
COc1cc(C2C3CN(C)CC=C3C(C#N)=C(N)C2(C#N)C#N)cc(Cl)c1OC(C)C (configuration not stated)	15
Cc1cccc(NC(=S)N(Cc2cccs2)Cc2cc3ccc(C)c(C)c3[nH]c2=O)c1	12
ClC1(Cl)CC1CSc1nnc(-c2ccco2)o1 (configuration not stated)	16
COC(=O)CCCC1=CC2=CC(=O)C(C)(OC(=O)c3cccs3)C(=O)C2=CN1c1ccccc1 (configuration not stated)	8
COC(=O)N1N=C(C)CC1(O)C(F)(F)F (configuration not stated)	12
O=C(N/C(=C/c1cccnc1)C(=O)N1CCCCCC1)c1ccccc1	9
CC(=O)C(C)Sc1nc2c(c(=O)n(C)c(=O)n2C)n1Cc1ccc(C)cc1 (configuration not stated)	10
COc1ccc(-c2cc([C@H](O)[C@@H]3CCCCN3)c3ccccc3n2)cc1	50*
O=C(c1ccccc1)N1CCN(CC(O)COc2ccc3ccccc3c2)CC1 (configuration not stated)	10
COCCN1C(=O)C(=O)/C(=C(\O)c2cccc(OC)c2)C1c1cccnc1 (configuration not stated)	11
COc1ccc(NC(=O)C2CC(c3ccc(Cl)cc3)=NO2)cc1 (configuration not stated)	8
COc1ccc(C#Cc2c(-c3ccc(OC)cc3)oc3ccc(-c4ccc5c(c4)OCO5)cc23)cc1	10
O=C1NC(c2ccccc2)C(C(=O)c2ccco2)=C1O (configuration not stated)	12
CCCOC(=O)C(C)n1cnc2sc(C(=O)OCC)c(C)c2c1=O (configuration not stated)	21
Cc1noc(C)c1C(=O)NCCN1CCC(O)(c2cccc(F)c2)CC1	4
C=C(C)CN1CCN(Cc2ccc(OCC(=O)N3CCCC3)cc2)CC1	7
NC(=O)Cn1nnc(-c2ccc(Cl)cc2)n1	4
CN(C(=O)c1cccs1)c1nc2c(s1)CCc1occc1-2	0
OCCSCc1cc(Cl)cc(Cl)c1O	11
COc1ccc2nc(C3CCCCC3)c3c(c2c1)CCC3	16
O=C(NC1CCCC1)c1ccc(Nc2ccccc2Cl)nc1	20
O=c1[nH]c(/C=C\c2cccc(C(F)(F)F)c2)c([N+](=O)[O-])c(=O)[nH]1	9
COC(=O)[C@H]1[C@@H]2C[C@H]3c4[nH]c5ccccc5c4CCN3C[C@H]2CC[C@@H]1OS(=O)(=O)O	48*
Cc1nc2ccc(CN(C)c3ccc(C(=O)N[C@@H](CCC(=O)O)C(=O)O)s3)cc2c(=O)[nH]1	10
Cc1nc2c(C)cccc2cc1C(=O)NC(C)(C)CN1CCN(C)CC1	6
COC(=O)c1sc2ncn(Cc3ccc(F)cc3)c(=O)c2c1C	8
Cc1cc(C)c2[nH]c(=O)c(CN(C(=O)Nc3ccc(C(C)C)cc3)C3CC3)cc2c1	8
CCC(c1nnnn1C(C)(C)CC)N(Cc1cc2cc3c(cc2[nH]c1=O)OCO3)CC1CCCO1 (configuration not stated)	5
COC(=O)C[C@@H]1C2(C)C(=O)[C@@H](CC3=C4CC(=O)O[C@@H](c5ccoc5)[C@]4(C)CCC32)[C@H](OC(C)=O)C1(C)C (some centres not stated)	12

These rows are one share of the data; count on the stated rates, not on these rows.
